# TbMetRS inhib – Trypanosoma brucei MetRS inhibition; purified T. brucei MetRS, ATP depletion, Kinase-Glo luminescence; inhibition, % at 11.9 µM; 360,000 compounds, 0.4% hits;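 active means inhibition above a per-plate cutoff of the control wells' mean inhibition plus 3 SD, cut at about 5.5% in these data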;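 further: 0% = DMSO wells median and 100% = median of wells with control inhibitor compound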
#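 Test system: purified T. brucei MetRS enzyme. Also added: ATP, methionine and E. coli bulk tRNA substrates. Compound: 11.9 µM single point. Schedule: 15 min enzyme-compound preincubation, 2 h reaction, 10 min detection, 25 °C. Signal: luciferase luminescence of residual ATP, Kinase-Glo. Evaluation: percent inhibition versus plate control medians. Controls: DMSO wells, low control.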
# STEP block – inhibitors of human striatal-enriched phosphatase STEP; P54829; AID 588621; inhibition, % at 20 µM; recombinant STEP, OMFP fluorogenic substrate, fluorescence; 360,000 compounds, 0.25% hits;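 active means inhibition at 20 µM, scaled per plate between control wells, above about 37%, limit read from the data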;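 further: 0% = DMSO with enzyme and substrate and 100% = substrate only without enzyme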
# Target sequence (P54829 whole entry, looked up): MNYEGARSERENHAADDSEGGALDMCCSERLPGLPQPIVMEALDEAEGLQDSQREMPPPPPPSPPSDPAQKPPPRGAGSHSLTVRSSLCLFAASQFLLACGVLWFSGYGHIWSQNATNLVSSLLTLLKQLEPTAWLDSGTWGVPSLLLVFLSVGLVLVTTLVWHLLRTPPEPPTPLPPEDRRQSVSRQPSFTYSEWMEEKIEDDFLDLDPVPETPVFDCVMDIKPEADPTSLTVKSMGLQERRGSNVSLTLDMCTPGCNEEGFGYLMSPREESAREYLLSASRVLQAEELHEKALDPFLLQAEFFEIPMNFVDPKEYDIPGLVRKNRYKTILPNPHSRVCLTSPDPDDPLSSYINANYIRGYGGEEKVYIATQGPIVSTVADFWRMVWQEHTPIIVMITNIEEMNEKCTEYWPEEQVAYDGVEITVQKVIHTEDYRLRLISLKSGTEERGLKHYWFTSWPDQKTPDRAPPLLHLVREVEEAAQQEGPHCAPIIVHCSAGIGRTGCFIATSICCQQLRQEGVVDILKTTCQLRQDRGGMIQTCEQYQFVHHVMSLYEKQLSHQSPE
#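 Material: STEP (striatal-enriched tyrosine phosphatase) enzyme, cell-free | Medium: 50 mM Bis-Tris pH 6.0 with 2.5 mM DTT and 0.005% Tween 20 | Read-out: Percent inhibition scaled to no-enzyme and uninhibited-enzyme controls, plate-pattern corrected | Signal: Fluorescence read at 480 nm ex / 540 nm em | Times: 20 min reaction, room temperature, in the dark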
# NadD inh – inhibitors of Staphylococcus aureus NadD. purified NadD enzyme, colorimetric absorbance read-out. inhibition, % at 20 µM. 360,000 compounds, 0.78% hits; in the data active means inhibition above about 26%; further: some compounds past the cut are filed as inactive
# DNMT1 block – DNMT1 (human) enzyme inhibition | inhibition (reported as % activation of signal), % at 10 µM | 360,000 compounds, 0.83% hits | DNMT1 molecular beacon, Hinp1I cleavage, fluorescence | AID 588458; in the data active means inhibition above about 50%
# LMPTP block – blocks human LMPTP phosphatase; P24666; recombinant LMPTP-A, OMFP fluorogenic substrate, fluorescence intensity; inhibition, % at 20 µM; 360,000 compounds, 0.22% hits; AID 651560;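 active means compounds that cut the enzyme signal by at least half of the control window in the single-dose screen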;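 further: plate controls were DMSO wells with enzyme plus substrate for no effect and substrate without enzyme for full effect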
# Target sequence (P24666 whole entry, looked up): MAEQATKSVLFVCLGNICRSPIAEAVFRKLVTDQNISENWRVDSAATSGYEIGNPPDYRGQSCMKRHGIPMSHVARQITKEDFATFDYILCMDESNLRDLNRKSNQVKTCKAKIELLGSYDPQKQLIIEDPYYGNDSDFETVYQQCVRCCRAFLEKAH
#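 Test system – LMPTP-A phosphatase enzyme · Quantity – 0.625 nM LMPTP-A final · Reagent – OMFP substrate, 400 µM final · Dosing – one test concentration per compound, 20 µM, with 3% DMSO overall · Timing – 50 min enzyme reaction at room temperature, protected from light · Detection – fluorescence intensity · Controls – substrate-only low control, DMSO enzyme-plus-substrate high control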
# SUMO1 PPI mod – SUMO1-SIM interaction modulation. P63165. SUMO1 binding to a labelled peptide, TR-FRET, 1 h. inhibition, % at 20 µM. 360,000 compounds, 0.33% hits. AID 602429; in the data active means inhibition above about 37%
# Target sequence (P63165 whole entry, looked up): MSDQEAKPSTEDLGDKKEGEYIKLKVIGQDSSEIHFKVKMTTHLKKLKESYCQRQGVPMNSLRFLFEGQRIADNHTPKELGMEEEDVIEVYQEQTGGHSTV
# CSN inh – inhibitors of human CSN-mediated cullin deneddylation; 360,000 compounds, 0.38% hits; AID 651999; Purified CSN, SCF-Nedd8-OG deneddylation, fluorescence polarization; inhibition, % at 12.5 µM;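 active means pattern-corrected inhibition above about 35%, with an unprinted fluorescence ratio check between 0.5 and 1.5, limit read from the data, passing the limit was not always enough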;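 further: 0% = enzyme with substrate and 100% = substrate without enzyme; some results filed as inactive read as strong as hits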
#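 Assay system: HEK293T-derived human Csn5 enzyme; quantity: 0.24 nM enzyme; medium: Tris/NaCl/DTT buffer, pH 7.5; also added: substrate SCFSkp2-Nedd8OG, 10 nM; doses: 12.5 µM compound; schedule: 90 min reaction at room temperature; signal: FP; read-out: % inhibition of substrate cleavage by Csn5; benchmarks: substrate-only high control, full reaction low control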
# Scp-1 inhibitor – blocks human Scp-1 phosphatase activity. Q9GZU7. Recombinant Scp1, phosphopeptide, malachite green phosphate absorbance. inhibition, % at 20 µM. 340,000 compounds, 0.88% hits. AID 493091;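 active means inhibition above about 50% at 20 µM, limit read from the data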;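 further: plate controls were DMSO wells with enzyme for no effect and wells lacking enzyme for full effect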
# Target sequence (Q9GZU7 76-261 limits assumed): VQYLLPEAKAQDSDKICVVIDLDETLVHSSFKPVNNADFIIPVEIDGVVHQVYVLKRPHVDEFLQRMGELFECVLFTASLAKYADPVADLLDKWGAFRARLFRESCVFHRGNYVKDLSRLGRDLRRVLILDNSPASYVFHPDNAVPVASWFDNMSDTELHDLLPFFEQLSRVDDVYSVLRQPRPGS
#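 Times: enzyme reaction 45 min at room temperature, colour 5 min, stabilisation 30 min. Material: SCP-1 catalytic fragment, aa 76-261. Medium: Acidic Tris acetate buffer with magnesium and detergent. Signal: colorimetric free-phosphate detection, absorbance 630 nm. Read-out basis: % inhibition of SCP-1 phosphate liberation. Reagent: Phosphorylated 17-residue peptide substrate.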
# MLLE-PAM2 inh – inhibitors of microRNA-mediated deadenylation, human PABP1 MLLE binding; P11940; GST-MLLE / FITC-PAM2 fluorescence polarization; inhibition, % at 20 µM; 360,000 compounds, 0.36% hits; AID 588489; in the data active means inhibition above about 35%, passing the limit was not always enough;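 further: plate controls were DMSO wells with GST-MLLE for no effect and wells lacking GST-MLLE protein for full effect; some results filed as inactive read as strong as hits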
# Rpn11 block – inhibitors of human proteasome Rpn11; human 26S proteasome, Ub4-pepOG fluorescence polarization; 20S core pre-blocked with epoxomicin; 360,000 compounds, 0.59% hits; AID 588493; calls only at 20 µM; O00487;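 active means inhibition at 20 µM, scaled to each plate's controls, above about 33%, limit read from the data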
# An asterisk follows results filed as active; i = inactive; . = not tested or not shown.
SMILES,TbMetRS inhib,STEP block,NadD inh,DNMT1 block,LMPTP block,SUMO1 PPI mod,CSN inh,Scp-1 inhibitor,MLLE-PAM2 inh,Rpn11 block
COc1cc(CCC(=O)OCC(=O)Nc2ccc(F)c(F)c2F)cc(OC)c1OC,0.0,-3,-2,0,-0.1,-2,-5,-5,0,i
CCO/C([O-])=N/c1sn[n+](C)c1C,0.0,-1,-5,5,-1.9,-3,-4,-7,-4,i
O=C(Nc1ccc(S(=O)(=O)N2CCCC2)cc1)C1COc2ccccc2O1 (stereo not given),0.7,8,-5,-1,-0.5,5,2,-12,-13,i
CC1CCCN(C(=O)c2cccc(S(=O)(=O)N3CCCC3)c2)C1 (stereo not given),-0.5,1,5,-3,-0.2,1,-1,-1,-5,i
COc1cc(S(=O)(=O)NCc2ccccc2Cl)ccc1-n1cnnn1,0.6,-2,2,3,-0.3,-26,4,-7,-1,i
CC(NS(=O)(=O)c1ccc(Br)cc1)C(=O)NCc1ccco1 (stereo not given),-1.3,4,-1,4,2.0,-4,-14,1,14,i
O=C(O)CN1C(=O)c2ccc(Oc3ccc([N+](=O)[O-])cc3)cc2C1=O,0.3,-4,-3,-1,0.6,-32,-2,-6,-10,i
NC(=O)c1ccc(NC(=O)COC(=O)c2cc3ccccc3cc2O)cc1,0.1,-3,4,6,-0.4,3,-5,3,-13,i
Cc1ccc2c(cnn2C(=O)CCC(=O)N2CCCCC2)c1,0.3,0,-10,1,-1.9,5,-1,-7,11,i
COc1ccc(C2=NOC(C(=O)NCc3cccnc3)C2)cc1OC (stereo not given),-1.0,-1,1,-3,-2.3,1,1,1,-7,i
CC(OC(=O)c1ncc(Cl)c(Cl)c1Cl)C(=O)NC1CCCCC1C (stereo not given),-0.4,5,-3,3,0.5,-4,1,-3,-10,i
C[C@H](NC(=O)c1nc[nH]c1C(=O)N[C@@H](Cc1ccccc1)C(=O)OC(C)(C)C)C(=O)OC(C)(C)C,-0.2,2,0,-15,1.4,1,-7,-4,-11,i
CCN(CC)S(=O)(=O)c1ccc(NC(=O)CSc2ncnc3ccccc23)cc1,-0.1,0,-2,-3,0.3,4,-2,0,2,i
O=C(CN(C(=O)CSc1nnc(COc2ccccc2)o1)c1ccc(F)cc1)NC1CCCCC1,0.0,-4,2,-4,0.7,-1,4,-9,3,i
CC#CC(=O)N1CCC(Oc2cccc(C(=O)NCc3ccccn3)c2)CC1,-0.2,-1,3,0,-0.4,2,0,16,-5,i
CCN(CC)C(=O)CN1C(=O)COCC1=O,0.5,-2,5,-18,-1.0,-1,0,-5,-6,i
Cc1ccc(NC(=O)c2ccccc2NS(=O)(=O)c2ccc(Cl)s2)cc1S(=O)(=O)N1CCOCC1,0.1,-3,2,-30,2.3,8,4,40,0,i
CC(=O)O[C@H]1C(=O)[C@]2(C)[C@H]([C@H](OC(=O)c3ccccc3)[C@]3(O)C[C@H](OC(=O)[C@H](O)[C@@H](NC(=O)c4ccccc4)c4ccccc4)C(C)=C1C3(C)C)[C@]1(OC(C)=O)CO[C@@H]1C[C@@H]2O,-1.5,-4,-8,-9,-1.2,-1,-5,-12,3,i
Cc1cc(C(=O)COc2ccc3ccc(=O)oc3c2)c(C)n1Cc1cccs1,0.1,3,-2,1,5.5,26,7,66*,2,i
O=[N+]([O-])c1cc(/C=N\Nc2nc(-c3ccccc3)cs2)ccc1O,0.1,2,28,-9,0.4,2,-7,-5,-4,i
Cc1ccc(NC(=O)C2C3CCC(O3)C2C(=O)O)cc1C (stereo not given),-0.7,4,-5,6,-1.3,-5,2,-6,-12,i
Cc1ccc(S(=O)(=O)NC(=O)c2cc(C)n(CCCn3ccnc3)c2C)cc1,0.1,-1,18,-4,1.5,-10,1,-18,-6,i
COc1ccc(NC(=O)NCCCN2CCN(c3cc(C)ccc3C)CC2)cc1,0.1,0,-5,-1,-2.6,6,2,-5,-8,i
Cc1ccc(OCC(=O)Nc2ccc(S(=O)(=O)N3CCN(C)CC3)cc2)cc1,-0.1,-2,-3,2,-0.3,4,-4,-7,5,i
Cc1ccc(NC(=O)c2cnccn2)cc1S(=O)(=O)N(C)C,0.0,-4,-3,7,-0.5,-2,-10,-1,2,i

# Two of the compounds above, with bars between the fields.
molecule | TbMetRS inhib | STEP block | NadD inh | DNMT1 block | LMPTP block | SUMO1 PPI mod | CSN inh | Scp-1 inhibitor | MLLE-PAM2 inh | Rpn11 block
Cc1ccc(OCC(=O)Nc2ccc(S(=O)(=O)N3CCN(C)CC3)cc2)cc1 | -0.1 | -2 | -3 | 2 | -0.3 | 4 | -4 | -7 | 5 | i
Cc1ccc2c(cnn2C(=O)CCC(=O)N2CCCCC2)c1 | 0.3 | 0 | -10 | 1 | -1.9 | 5 | -1 | -7 | 11 | i

# Other compounds
SMILES,TbMetRS inhib,STEP block,NadD inh,DNMT1 block,LMPTP block,SUMO1 PPI mod,CSN inh,Scp-1 inhibitor,MLLE-PAM2 inh,Rpn11 block
Cc1ccc(CNC(=O)COC(=O)c2ccc(S(=O)(=O)N(C)C)cc2)cc1,0.1,-2,-6,2,0.7,-2,-6,-11,-7,i
CCOc1ccc(NS(=O)(=O)c2coc(C(N)=O)c2)cc1,-0.1,6,-3,2,0.1,-2,-4,0,-6,i
CC1(C)CC(N2CCN(Cc3ccccc3)CC2)=CC(=[N+]2CCCCC2)C1,-0.9,1,12,1,1.7,1,4,106*,-105,i
C/C(=N/Oc1nc(C)cc(C)n1)c1ccc(Cl)cc1Cl,-0.4,-3,2,-1,-1.3,2,2,0,1,i
Cc1ccc(C(=O)N2[C@@H]3CN(C)C(=O)[C@@]2(C)[C@H]2C(=O)N(Cc4ccccc4)C(=O)[C@@H]32)cc1,-0.2,3,3,0,-2.0,-2,-7,-5,16,i
NC(=O)C1=C[C@H](c2coc3ccccc3c2=O)C[C@H](OCc2ccc(CO)cc2)O1,-0.5,-2,-1,5,-2.2,-4,4,-1,4,i
O=C(COc1ccccc1)NC(=S)Nc1cccc2cc(O)ccc12,-0.5,0,-3,-3,2.1,-1,3,-8,31,i
Clc1nnc(Cl)c2c1ncn2Cc1ccccc1,-0.1,3,-8,1,-1.8,-1,-4,-7,-9,i
Cc1cc(OCC(=O)Nc2nnc(C3CC3)s2)ccc1Cl,-0.3,-5,-8,7,-0.6,5,3,.,-1,i
O=C(COc1cc2oc(=O)c3c(c2cc1Cl)CCC3)NCCN1CCOCC1,-0.3,0,1,1,0.8,-1,1,17,-2,i
CCOC(=O)Nc1ccc2c(c1)N(C(=O)CCN(C)C)c1ccccc1S2,-0.6,-1,6,-5,-4.5,6,5,-5,8,i
Cc1nn(C)c(C)c1C(C)NC(=O)c1cc(COc2ccc(F)c(F)c2)on1 (stereo not given),-0.2,-2,-1,0,-0.5,-2,-1,-3,-7,i
O=C(Cc1ccccc1)NCC(=O)N1CCN(c2ccc(F)cc2)CC1,-0.1,-1,-4,0,-2.7,-2,0,.,14,i
Cc1cccc(C)c1NC(=O)C(c1ccccc1)N1CCC(c2ccccc2)CC1 (stereo not given),-0.7,.,.,.,1.7,4,1,.,.,.
Cc1ccc(OCc2ccc(C(=O)Nc3c(C)nn(Cc4c(F)c(F)c(F)c(F)c4F)c3C)o2)c([N+](=O)[O-])c1,-0.1,1,-4,-4,4.7,-9,-3,-8,-5,i
CCOC(=O)C(C)Sc1ccc2nnc(CCNS(=O)(=O)c3ccc(C)cc3)n2n1 (stereo not given),-0.8,0,3,-5,-0.4,27,-1,-1,3,i
O=C(CCN1CCN(c2ccccn2)CC1)Nc1ccc(F)cc1,-0.2,-4,-5,3,0.4,0,-1,-7,1,i
Cc1ccc(-c2nnc(-c3ccc(NC(=O)Cc4cccs4)cc3)o2)cc1,-1.4,4,-1,49,3.9,-1,6,37,-3,i
CCOc1cccc2cc(-c3csc(NC(=O)CCC(=O)NCCN4CCCCC4C)n3)c(=O)oc12 (stereo not given),-0.4,2,-2,-6,1.4,-24,0,2,-24,i
CCOC(=O)Cn1cnc2scc(-c3ccc(C)c(C)c3)c2c1=O,-0.1,-2,-7,-4,1.1,6,0,-8,2,i
COc1ccc(C(=O)OCC(=O)C(C)(C)C)cc1S(=O)(=O)N(C)CCc1cccnc1,-0.7,1,-4,-1,-1.0,-1,0,-6,-3,i
Cc1cc2oc(C(=O)NC3CCS(=O)(=O)C3)cc(=O)c2cc1C (stereo not given),-0.5,0,0,4,0.3,-7,-4,-7,-6,i
O=C(Nc1cccc2oc(=O)ccc12)c1ccc([N+](=O)[O-])cc1[N+](=O)[O-],-0.6,-1,-3,-4,-0.7,-24,3,-3,2,i
CCC1CCCCN1Cc1c(O)ccc2c(=O)c(-c3ccccc3OC)coc12 (stereo not given),-0.4,-1,-5,-2,0.5,-1,1,-34,-1,i
CCOC(=O)c1ccc(NC(=S)N2CCN(CCN=CC3=C(O)CC(c4ccccc4)CC3=O)CC2)cc1 (stereo not given),0.1,0,9,-4,0.4,5,-5,-11,-89,i

# Further records follow:
SMILES,TbMetRS inhib,STEP block,NadD inh,DNMT1 block,LMPTP block,SUMO1 PPI mod,CSN inh,Scp-1 inhibitor,MLLE-PAM2 inh,Rpn11 block
O=C(NCc1ccc(Cl)cc1)C1C2C=CC3(CN(Cc4cccnc4)C(=O)C13)O2 (stereo not given),0.3,0,-1,-3,-0.4,0,3,0,1,i
COCCn1c(N)c(N(Cc2ccccc2)C(=O)c2ccc(-c3ccc(Cl)cc3)o2)c(=O)[nH]c1=O,-0.6,0,6,1,0.9,-9,5,2,-1,i
CC(C)(C)Sc1ccc(/C=N/O)cc1[N+](=O)[O-],-0.3,-1,-4,9,1.1,-15,5,0,9,i
CC(C)C[C@@H]1O[C@H](CCc2ccccc2)Cc2[nH]c(=S)[nH]c(=O)c21,-0.5,.,-2,.,0.0,1,3,.,.,.
Cc1cc(Br)ccc1NC(=O)c1sc2ncnc(N3CCN(c4ccccn4)CC3)c2c1C,-0.2,2,30*,-7,3.6,-79,-6,11,-7,i
CNC(=O)OCc1cocc1COC(=O)NC,-1.0,.,14,.,-1.5,3,2,.,.,.

# High-throughput results (PubChem)
